MEP2 TOR yeast: yeast TOR pathway MEP2-GFP modulation; S. cerevisiae MEP2-GFP strain, flow cytometry GFP, 3 h; 100% = DMSO control level; GFP response vs DMSO, % at 10 µM; hit rate 0.51% among 330,000; AID 2016;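 active = GFP response versus DMSO above a set limit, roughly screen mean plus 3 SD, cut at about 180% in these data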;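 note: median GFP fluorescence of the barcode-gated MEP2-GFP cells per well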
LAP4 TOR yeast: modulators of TOR pathway LAP4-GFP in S. cerevisiae | S. cerevisiae LAP4-GFP multiplex, flow cytometry GFP, 3 h; median GFP as percent of DMSO wells | GFP response vs DMSO, % at 10 µM | hit rate 0.34% among 320,000 | AID 2023;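 active = GFP response vs DMSO above a set limit, about the screen mean plus 3 SD, cut at about 150% in these data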
procasp7 counter: counter-screen for procaspase-3 activators: activators of human procaspase-7; P55210; recombinant procaspase-7, Ac-DEVD-pNA absorbance 405 nm; D23A/D198A/D206A triple mutant, cannot self-cleave; scale: DMSO 0, 5 µM enzyme 100; activation, % at 8.5 µM; hit rate 0.093% among 330,000; AID 463210;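 active = percent activation above the screen-wide mean plus 3 SD, cut at about 25% in these data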
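Replicates: singlicate. Assay system: Procaspase-7 triple mutant (PC-7 D3A). Signal: 405 nm absorbance of p-nitroaniline. Times: 1 h preincubation, 2 h reaction. Buffer or medium: Zinc-free HEPES pH 7.4 with 300 mM NaCl, 0.01% Triton X-100. Also added: DEVD-pNA substrate. Benchmarks: DMSO wells as 0%, DMSO with 5 µM added PC-7 as 100%.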
AHR act: human AHR activation. hit rate 2.5% among 320,000. AHR-responsive luciferase reporter cells, luminescence. P35869. activation, % at 5 µM. AID 2796; in the data active = activation above about 47%;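 note: 0% = vehicle wells and 100% = reference agonist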
RPL19A TOR yeast: yeast TOR pathway RPL19A-GFP modulation; S. cerevisiae RPL19A-GFP strain, flow cytometry, 3 h; stronger effect = lower value; hit rate 0.3% among 330,000; percent response vs DMSO, % at 10 µM; AID 2025;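 active = percent response vs DMSO below 50%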;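 note: median channel GFP fluorescence of the barcoded RPL19A-GFP strain; ratio of sample median GFP to plate DMSO average so 100% = DMSO; lower means less RPL19A-GFP as with rapamycin TOR inhibition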
EBNA-1 inh: blocks EBNA-1 binding to DNA. EBNA-1 DNA binding, fluorescence polarization. inhibition, % at 14.8 µM. hit rate 0.34% among 300,000. AID 1950; in the data active = inhibition above about 28%
procasp3 activ: activators of human procaspase-3; P42574; recombinant procaspase-3 D3A, Ac-DEVD-pNA absorbance 405 nm; activation, % at 8.5 µM; hit rate 0.11% among 330,000;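 active = activation above the mean of all tested compounds plus 3 SD, cut at about 21% in these data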;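 note: 0% = DMSO alone and 100% = DMSO wells spiked with extra 5 µM PC-3 D3A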
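Compound: 8.5 µM single point, 0.8% DMSO / Material: Autoprocessing-dead procaspase-3 D3A mutant enzyme / Timing: 1 h preincubation plus 2 h reaction at 25 °C / Medium: Zinc-free HEPES/NaCl buffer with 0.01% Triton X-100 at pH 7.4 / Technique: 405 nm absorbance of p-nitroaniline, reads at 0 and 120 min / Repeats: one well per compound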
ZTA DNA inh: blocks Epstein-Barr virus ZTA, an EBNA-1 counter-screen; P03206; inhibition, % at 11 µM; hit rate 0.15% among 320,000; ZTA-DNA binding, fluorescence polarization; in the data active = inhibition above about 33%
* marks the source's active call; other numbers are inactive results. Compounds were not picked by outcome (roughly 3.8% active in at least one column).

What do the screens show for `Cc1ccc(SCC(=O)OC(C)C(=O)NC2(C#N)CCCCC2)cc1` (stereo unspecified)?
MEP2 TOR yeast: 91; LAP4 TOR yeast: 94; procasp7 counter: 6; AHR act: -2; RPL19A TOR yeast: 95; EBNA-1 inh: 24; procasp3 activ: 1; ZTA DNA inh: -3

How did CCCn1c(SCC(=O)Nc2ccc(NC(=O)CC)cc2)nc2c1c(=O)n(C)c(=O)n2C do in these assays?
MEP2 TOR yeast: 102; LAP4 TOR yeast: 90; procasp7 counter: 1; AHR act: 0; RPL19A TOR yeast: 108; EBNA-1 inh: -3; procasp3 activ: -5; ZTA DNA inh: -8

Results for CN(C)c1cccc(C(=O)OCC(=O)Nc2ccccc2Sc2ccccc2)c1 ?
MEP2 TOR yeast: 107; LAP4 TOR yeast: 105; procasp7 counter: 18; AHR act: 0; RPL19A TOR yeast: 104; EBNA-1 inh: -6; procasp3 activ: 8; ZTA DNA inh: -1

Results for CCOC(=O)N1CCN(CC(=O)Nc2ccc(F)c(F)c2F)CC1 ?
MEP2 TOR yeast: 105; LAP4 TOR yeast: 98; procasp7 counter: 8; AHR act: 0; RPL19A TOR yeast: 100; EBNA-1 inh: 2; procasp3 activ: -1; ZTA DNA inh: 0

How did CCCOc1cccc(C(=O)NCCCNC(=O)c2ccccn2)c1 do in these assays?
MEP2 TOR yeast: 101; LAP4 TOR yeast: 102; procasp7 counter: 5; AHR act: -2; RPL19A TOR yeast: 100; EBNA-1 inh: -4; procasp3 activ: -1; ZTA DNA inh: -1

Results for COc1ccc(CC(=O)Nc2nc(-c3ccc(F)c(F)c3)cs2)cc1 ?
MEP2 TOR yeast: 103; LAP4 TOR yeast: 135; procasp7 counter: 8; AHR act: -6; RPL19A TOR yeast: 99; EBNA-1 inh: -10; procasp3 activ: 5; ZTA DNA inh: -6

Results for CCN(CC1COc2ccccc2O1)C(=O)CN1C(=O)NC(C)(c2ccccc2)C1=O (stereo unspecified) ?
MEP2 TOR yeast: 94; LAP4 TOR yeast: 95; procasp7 counter: -1; AHR act: -1; RPL19A TOR yeast: 95; procasp3 activ: 4; ZTA DNA inh: 19

How did CCCN1Cc2cccc(C(=O)Nc3cc(OC)cc(OC)c3)c2C1=O do in these assays?
MEP2 TOR yeast: 106; LAP4 TOR yeast: 99; procasp7 counter: 1; AHR act: 28; RPL19A TOR yeast: 100; EBNA-1 inh: 5; procasp3 activ: 4; ZTA DNA inh: -2

How did CC12CCC(C(=O)NCc3cccnc3)(OC1=O)C2(C)C (stereo unspecified) do in these assays?
MEP2 TOR yeast: 95; LAP4 TOR yeast: 90; procasp7 counter: -2; AHR act: 1; RPL19A TOR yeast: 88; EBNA-1 inh: 3; procasp3 activ: 6; ZTA DNA inh: -3

Results for COc1ccc(/C=N/NC(=O)CN(Cc2ccccc2)S(=O)(=O)c2ccc3c(c2)OCCO3)cc1 ?
MEP2 TOR yeast: 81; LAP4 TOR yeast: 87; procasp7 counter: -12; AHR act: 0; RPL19A TOR yeast: 99; EBNA-1 inh: 10; procasp3 activ: 10; ZTA DNA inh: 9

Two entries picked at random from the list so far:
Results for COc1ccc(CC(=O)Nc2nc(-c3ccc(F)c(F)c3)cs2)cc1 ?
MEP2 TOR yeast: 103; LAP4 TOR yeast: 135; procasp7 counter: 8; AHR act: -6; RPL19A TOR yeast: 99; EBNA-1 inh: -10; procasp3 activ: 5; ZTA DNA inh: -6

Results for COc1ccc(/C=N/NC(=O)CN(Cc2ccccc2)S(=O)(=O)c2ccc3c(c2)OCCO3)cc1 ?
MEP2 TOR yeast: 81; LAP4 TOR yeast: 87; procasp7 counter: -12; AHR act: 0; RPL19A TOR yeast: 99; EBNA-1 inh: 10; procasp3 activ: 10; ZTA DNA inh: 9

3 compounds from above, arranged by count of non-hydrogen atoms, descending.
Results for COc1ccc(/C=N/NC(=O)CN(Cc2ccccc2)S(=O)(=O)c2ccc3c(c2)OCCO3)cc1 ?
MEP2 TOR yeast: 81; LAP4 TOR yeast: 87; procasp7 counter: -12; AHR act: 0; RPL19A TOR yeast: 99; EBNA-1 inh: 10; procasp3 activ: 10; ZTA DNA inh: 9

How did CCCN1Cc2cccc(C(=O)Nc3cc(OC)cc(OC)c3)c2C1=O do in these assays?
MEP2 TOR yeast: 106; LAP4 TOR yeast: 99; procasp7 counter: 1; AHR act: 28; RPL19A TOR yeast: 100; EBNA-1 inh: 5; procasp3 activ: 4; ZTA DNA inh: -2

Results for COc1ccc(CC(=O)Nc2nc(-c3ccc(F)c(F)c3)cs2)cc1 ?
MEP2 TOR yeast: 103; LAP4 TOR yeast: 135; procasp7 counter: 8; AHR act: -6; RPL19A TOR yeast: 99; EBNA-1 inh: -10; procasp3 activ: 5; ZTA DNA inh: -6

New compounds follow
How did Cc1[nH]c2ccccc2c1/C=N/NC(=O)c1cccs1 do in these assays?
MEP2 TOR yeast: 105; LAP4 TOR yeast: 114; procasp7 counter: 4; AHR act: 74*; RPL19A TOR yeast: 104; EBNA-1 inh: -5; procasp3 activ: 8; ZTA DNA inh: -3

How did CC(C)c1c(C(=O)N/N=C/c2cccnc2)nnn1-c1nonc1N do in these assays?
MEP2 TOR yeast: 116; LAP4 TOR yeast: 102; procasp7 counter: -3; AHR act: 4; RPL19A TOR yeast: 102; EBNA-1 inh: 2; procasp3 activ: -3; ZTA DNA inh: -11

Results for CC(=O)NCCOC(=O)Nc1ccncc1 ?
MEP2 TOR yeast: 102; LAP4 TOR yeast: 97; procasp7 counter: 2; AHR act: -2; RPL19A TOR yeast: 98; EBNA-1 inh: -13; procasp3 activ: -10; ZTA DNA inh: -6

How did COCCCNC(=O)CCS(=O)(=O)Cc1ccc(C)cc1 do in these assays?
MEP2 TOR yeast: 102; LAP4 TOR yeast: 102; procasp7 counter: 2; AHR act: -1; RPL19A TOR yeast: 100; EBNA-1 inh: 7; procasp3 activ: 1; ZTA DNA inh: 7

What do the screens show for `Cc1ccc(CNC(=O)C(=O)NCC2CCCO2)cc1` (stereo unspecified)?
MEP2 TOR yeast: 88; LAP4 TOR yeast: 90; procasp7 counter: 5; AHR act: 3; RPL19A TOR yeast: 95; EBNA-1 inh: 5; procasp3 activ: 4; ZTA DNA inh: -3

Results for CC1O[C@@H](O[C@H](C)CC[C@@H](C)O)C(O)C[C@H]1O (stereo partly specified) ?
MEP2 TOR yeast: 90; LAP4 TOR yeast: 102; procasp7 counter: -1; AHR act: 0; RPL19A TOR yeast: 100; EBNA-1 inh: 11; procasp3 activ: 3; ZTA DNA inh: -2

Results for C=C(C)CC(c1ccccc1)N(C(C)=O)c1ccco1 (stereo unspecified) ?
MEP2 TOR yeast: 102; LAP4 TOR yeast: 95; procasp7 counter: -7; AHR act: 7; RPL19A TOR yeast: 106; EBNA-1 inh: -6; procasp3 activ: -3; ZTA DNA inh: -6

Results for CCCn1nc(NC(=O)c2cccs2)c2cc3ccc(C)cc3nc21 ?
MEP2 TOR yeast: 97; LAP4 TOR yeast: 107; procasp7 counter: -2; AHR act: 12; RPL19A TOR yeast: 89; EBNA-1 inh: 6; procasp3 activ: 4; ZTA DNA inh: 11

How did CC(C)(C)CC(C)(C)NC(=S)N1CCN(Cc2ccc3c(c2)OCO3)CC1 do in these assays?
MEP2 TOR yeast: 103; LAP4 TOR yeast: 113; procasp7 counter: -1; AHR act: 1; RPL19A TOR yeast: 95; EBNA-1 inh: -4; procasp3 activ: 3; ZTA DNA inh: -3

Results for Cc1c(N=Cc2c(O)n(C)c(=O)c3ccccc23)c(=O)n(-c2ccccc2)n1C ?
MEP2 TOR yeast: 101; LAP4 TOR yeast: 97; procasp7 counter: 1; AHR act: 7; RPL19A TOR yeast: 96; EBNA-1 inh: 4; procasp3 activ: 10; ZTA DNA inh: 5

How did O=c1c2cnn(-c3ccccc3)c2ncn1CCc1ccccc1 do in these assays?
MEP2 TOR yeast: 100; LAP4 TOR yeast: 100; procasp7 counter: 1; AHR act: 13; RPL19A TOR yeast: 96; EBNA-1 inh: -3; procasp3 activ: -4; ZTA DNA inh: 5

How did COc1ccc(-c2ccc(S(=O)(=O)N3CCOCC3)cc2)cc1 do in these assays?
MEP2 TOR yeast: 104; LAP4 TOR yeast: 107; procasp7 counter: -10; AHR act: -1; RPL19A TOR yeast: 94; EBNA-1 inh: 2; procasp3 activ: -1; ZTA DNA inh: -5

Results for COc1cccc(NC(=O)CCCOc2cc(=O)n(C)c3ccccc23)c1 ?
MEP2 TOR yeast: 102; LAP4 TOR yeast: 102; procasp7 counter: 7; AHR act: -4; RPL19A TOR yeast: 102; EBNA-1 inh: -14; procasp3 activ: -1; ZTA DNA inh: -4

Results for Cc1nn(-c2ccccn2)c2nc(-c3cccs3)cc(C(=O)NCc3ccco3)c12 ?
MEP2 TOR yeast: 99; LAP4 TOR yeast: 96; procasp7 counter: -13; AHR act: -3; RPL19A TOR yeast: 97; EBNA-1 inh: 9; procasp3 activ: -5; ZTA DNA inh: 9

How did CCOc1cc(C2NC(=O)NC(O)(C(F)(F)F)C2C(=O)c2ccc(Cl)cc2)ccc1O (stereo unspecified) do in these assays?
MEP2 TOR yeast: 107; LAP4 TOR yeast: 89; procasp7 counter: -1; AHR act: 1; RPL19A TOR yeast: 101; EBNA-1 inh: -13; procasp3 activ: 0; ZTA DNA inh: -10

How did O=C(NC1CCCCC1)c1cc(-c2ccc(O)cc2)on1 do in these assays?
MEP2 TOR yeast: 93; LAP4 TOR yeast: 102; procasp7 counter: 2; AHR act: -3; RPL19A TOR yeast: 90; EBNA-1 inh: 4; procasp3 activ: -4; ZTA DNA inh: -14

Results for CCOP(=O)(CC(C(C)=O)C(O)c1ccccc1)OCC (stereo unspecified) ?
procasp7 counter: 7; AHR act: 1; EBNA-1 inh: 8; procasp3 activ: 4; ZTA DNA inh: 10

How did CCCn1c(=O)c(C(=O)NCc2ccccc2)c(O)c2ccccc21 do in these assays?
MEP2 TOR yeast: 92; LAP4 TOR yeast: 96; procasp7 counter: -12; AHR act: 7; RPL19A TOR yeast: 100; EBNA-1 inh: 1; procasp3 activ: 9; ZTA DNA inh: 9

What do the screens show for `Cc1cc(=O)[nH]c(SCC(=O)N2CC3(C)CC2CC(C)(C)C3)n1` (stereo unspecified)?
MEP2 TOR yeast: 104; LAP4 TOR yeast: 99; procasp7 counter: -1; AHR act: -1; RPL19A TOR yeast: 102; procasp3 activ: 10

How did COCCN(C(=O)c1csnn1)C(C(=O)NC1CCCC1)c1ccc(C)cc1 (stereo unspecified) do in these assays?
MEP2 TOR yeast: 102; LAP4 TOR yeast: 102; procasp7 counter: -5; AHR act: -1; RPL19A TOR yeast: 99; EBNA-1 inh: -8; procasp3 activ: -11; ZTA DNA inh: 7

Results for O=C1Nc2ccccc2C1=O ?
MEP2 TOR yeast: 87; LAP4 TOR yeast: 96; procasp7 counter: 2; AHR act: 5; RPL19A TOR yeast: 99; EBNA-1 inh: -4; procasp3 activ: 0; ZTA DNA inh: 6

What do the screens show for `COC(=O)c1sc2nc(-c3ccco3)ccc2c1N`?
MEP2 TOR yeast: 95; LAP4 TOR yeast: 116; procasp7 counter: -16; AHR act: -1; RPL19A TOR yeast: 96; EBNA-1 inh: 0; procasp3 activ: 2; ZTA DNA inh: 8

Screening data: PubChem BioAssay, several laboratories
